M5 ag: human M5 muscarinic receptor agonists, primary screen, CHO-K1 cells, Fluo-8 calcium fluorescence | AID 624037, 2012 | CHO-K1 hM5 cells; 0% DMSO wells, 100% maximal acetylcholine response | Muscarinic acetylcholine receptor M5 (Homo sapiens), P08912 | 360,000 tested, 0.19% active | activation, % at 3 µM;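 active = activation above the run's mean over test compounds plus 3 SD, cut at about 23% in these data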;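 note: signal is peak over basal fluorescence ratio across the kinetic read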
CHRM5 PAM: human M5 muscarinic receptor positive allosteric modulators, primary screen, CHO-K1 cells, Fluo-8 calcium fluorescence. Muscarinic acetylcholine receptor M5 (Homo sapiens), P08912. 360,000 tested, 0.3% active. CHO-K1 hM5, ACh EC20 PAM; 0% = ACh EC20, 100% = ACh EC100. AID 624038, 2012. activation, % at 3 µM;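 active = activation above the run cutoff, the mean activation of all test compounds plus 3 SD, cut at about 18% in these data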
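Assay system: CHO-K1 hM5 cells. Also added: acetylcholine at EC20 concentration, added after compound. Dosing: 3 µM, single dose. Times: compound preincubation 140 s before EC20 acetylcholine addition. Signal: Fluo-8 calcium fluorescence. Measure: % activation relative to EC20 and EC100 ACh responses. Repeats: singlicate, one well per test compound.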
M4 antag: human M4 muscarinic receptor antagonists, primary screen, CHO cells, Fluo-8 calcium fluorescence. Muscarinic acetylcholine receptor M4 (Homo sapiens), P08173. CHO-hM4 cells, ACh EC80. inhibition, % at 3 µM. 360,000 tested, 0.73% active. AID 624125, 2012;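 active = inhibition above its plate's cutoff, the mean inhibition of sample wells plus 3 SD, cut at about 27% in these data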;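 note: 0% = acetylcholine EC80 with DMSO and 100% = DMSO without agonist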
Target sequence (P08173 whole entry, looked up): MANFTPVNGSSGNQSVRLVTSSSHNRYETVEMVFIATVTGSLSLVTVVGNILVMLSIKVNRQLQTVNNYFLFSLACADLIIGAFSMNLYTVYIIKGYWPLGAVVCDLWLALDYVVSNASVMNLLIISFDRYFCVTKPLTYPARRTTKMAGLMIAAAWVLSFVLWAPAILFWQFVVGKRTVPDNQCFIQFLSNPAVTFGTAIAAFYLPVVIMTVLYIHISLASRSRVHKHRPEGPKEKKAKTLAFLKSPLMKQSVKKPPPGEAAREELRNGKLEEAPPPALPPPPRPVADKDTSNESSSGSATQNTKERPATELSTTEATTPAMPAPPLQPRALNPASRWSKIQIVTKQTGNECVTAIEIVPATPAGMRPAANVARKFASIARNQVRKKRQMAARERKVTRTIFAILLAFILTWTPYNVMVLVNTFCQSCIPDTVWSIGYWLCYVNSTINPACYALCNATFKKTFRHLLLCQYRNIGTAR
CHRM4 PAM: human M4 muscarinic receptor positive allosteric modulators, primary screen, CHO-K1 cells, Fluo-8 calcium fluorescence | CHO-K1 hM4/Gqi5, ACh EC20; 0% = ACh EC20, 100% = maximal ACh | activation, % at 3 µM | 360,000 tested, 0.4% active | AID 624126, 2012;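 active = activation above its plate's cutoff, the mean activation of sample wells plus 3 SD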; note: some results filed as inactive read as strong as hits
CHRM5 antagonist: human M5 muscarinic receptor antagonists, primary screen, CHO cells, Fluo-8 calcium fluorescence; 360,000 tested, 0.59% active; AID 624040, 2012; CHO-hM5 cells, ACh EC80; Muscarinic acetylcholine receptor M5 (Homo sapiens), P08912; inhibition, % at 3 µM;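 active = inhibition above a per-plate cutoff, the mean of that plate's test compounds plus 3 SD, cut at about 27% in these data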;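 note: 0% = acetylcholine EC80 with DMSO and 100% = DMSO without agonist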
IDE cell inh: human IDE inhibitors in live cells, primary screen, fluorescence polarization, HEK cells, FAbetaB substrate; AID 434962, 2010; FAbetaB cleavage; inhibition, % at 5.59 µM; 320,000 tested, 0.41% active;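 active = percent inhibition above the average of all tested compounds plus 3 SD, set per screening campaign, cut at about 16% in these data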;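 note: IDE supplied by intact live HEK cells; FP after avidin binding of uncleaved biotin substrate so inhibition keeps polarization high; 0% = DMSO wells and 100% = 60 µM reference IDE inhibitor Ii1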
CRFR2-BP antag: antagonists of CRF-BP/CRF-R2 complex, primary screen, cell-based, HEK293, calcium dye fluorescence, uHTS | AID 588475, 2011 | CRF-induced calcium fluorescence | inhibition, % at 11.8 µM | 350,000 tested, 0.59% active;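 active = inhibition of the ligand-induced calcium signal above about 50% at the single tested concentration, limit read from the data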
CRFBP-R2 agonist: agonists of CRF-BP/CRF-R2 complex, primary screen, cell-based, HEK293, calcium dye fluorescence, uHTS. 350,000 tested, 0.46% active. calcium dye fluorescence (FLIPR); percent of saturating CRF peptide response. activation, % at 13.2 µM. CRF-binding protein / CRF receptor 2 complex (human);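 active = activation of at least 50%, plus an integration ratio under a set limit after plate pattern correction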;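 note: plate controls were neutral control wells without compound for no effect and CRF at EC100 for full effect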
CHRM4 agonist: human M4 muscarinic receptor agonists, primary screen, CHO-K1 cells, Fluo-8 calcium fluorescence; 360,000 tested, 0.14% active; AID 624127, 2012; activation, % at 3 µM; CHO-K1 hM4/Gqi5; vehicle 0%, full acetylcholine response 100%;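 active = activation above the run mean over all test wells plus 3 SD, cut at about 32% in these data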;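 note: peak over basal fluorescence ratio per well then scaled between controls; 0% = DMSO wells and 100% = acetylcholine at EC100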
* = called active by the depositor; x = not tested or not shown.

SMILES	M5 ag	CHRM5 PAM	M4 antag	CHRM4 PAM	CHRM5 antagonist	IDE cell inh	CRFR2-BP antag	CRFBP-R2 agonist	CHRM4 agonist
CCN(CC)CCn1c(=N)n(CC(O)COc2cccc(C)c2)c2ccccc21 (stereo not given)	-9	-2	-1	-7	15	6	-23	-0.2	2
COc1ccc2c(c1)OC[C@H]1[C@H]2N2C(=O)c3cc(F)ccc3NC(=O)[C@@]2(C)[C@H]1c1ccccc1	-6	-27	57*	-15	12	0	-6	-0.3	4
CCOc1ccc(NC(=S)NCc2cccnc2)cc1	-10	-1	3	-22	7	9	13	0.6	0
Cc1ccc(NC(=O)CCn2c(=S)oc3ccccc32)cc1	-9	3	3	-5	-9	3	-12	0.8	0
CCOC(=O)CN1NC2(CCC(C(C)(C)C)CC2)NC1=S (stereo not given)	1	5	-8	6	-5	1	-6	-0.8	1
CCCn1c(N)c(C(=O)COC(=O)CNC(=O)c2ccccc2OCC)c(=O)[nH]c1=O	2	-7	-3	2	13	3	-7	-1.2	0
CCCOc1ccc(C(=O)OCC(=O)NCCc2ccc(OCC)c(OCC)c2)cc1OC	-4	-1	-7	8	0	1	9	0.0	0
COc1cccc(Nc2nc(Nc3ccc(Cl)c(C(=O)O)c3)nc(C)c2[N+](=O)[O-])c1	1	-7	4	0	9	1	6	2.5	1
O=C(NCCC1=CCCCC1)N[C@@H](Cc1ccccc1)C(=O)O	-7	-1	10	8	1	-2	-4	0.4	0
CC1=CN(S(=O)(=O)c2ccc(C)cc2)C[C@@H]2c3ccccc3N(S(=O)(=O)c3ccc(C)cc3)[C@H]12	1	-3	6	-5	8	x	3	6.0	-1
Cc1cccc(CS(=O)(=O)c2ncc(Cl)c(C(=O)Nc3ccc(F)cc3)n2)c1	-5	4	33*	3	9	-17	52*	0.1	2
O=C(CC1CCCC1)N1CCCC(Nc2ccc(F)cc2)C1 (stereo not given)	-3	12	3	8	-11	2	14	0.5	2
CC(=O)c1cccc(NC(=O)C2C3CCC(C3)C2C(=O)O)c1 (stereo not given)	0	-3	-6	1	3	6	6	-1.3	1
COc1ccc(NC(=O)CCCn2c(=O)c3sccc3n(Cc3ccccc3C)c2=O)cc1	0	-4	9	-14	2	3	-3	-0.8	0
CC(NC(=O)COC(=O)C1CSC2(C)CCC(=O)N12)C12CC3CC(CC(C3)C1)C2 (stereo not given)	0	-2	6	4	6	-6	-13	1.8	4
COc1ccccc1C(=O)NC(=O)COC(=O)c1nccnc1N	2	0	-6	13	7	0	4	-4.7	4
CCCc1nc(SCC(N)=O)[nH]c(=O)c1CC	0	3	10	-5	-9	1	1	-0.9	1
Cn1nc(C(=O)NNC(=O)c2ccccc2F)c2ccccc2c1=O	1	-7	-13	11	8	-2	1	-1.6	2
O=C(c1ccco1)N1CCN(C(=O)c2ccc(-c3cccc(C(F)(F)F)c3)o2)CC1	3	-7	-12	-5	4	2	-1	-0.6	9
COc1cccc(CNC(=O)CCCn2c(=S)[nH]c3cc4c(cc3c2=O)OCO4)c1	-2	3	5	-2	-11	1	14	-0.7	1
CCCOc1c(Cl)cc(C(=O)NC)cc1OC	-1	8	-8	2	9	0	6	-1.3	2
Clc1ccc(C2=CC(c3ccco3)n3ncnc3N2)cc1 (stereo not given)	1	-9	-18	1	4	12	-100	349*	6
O=C(c1cc(S(=O)(=O)NCc2ccco2)ccc1Br)N1CCOCC1	2	6	-2	2	1	-8	-3	0.2	0
CSc1ncc(C(=O)Nc2cccc(S(N)(=O)=O)c2)n1-c1ccccc1	-2	-4	-3	-6	10	5	-12	1.5	0
COc1ccc(C(=O)OCC(=O)Nc2ccccc2)cc1[N+](=O)[O-]	-1	2	-8	-2	1	-2	-80	1.5	3
The list goes on.
SMILES	M5 ag	CHRM5 PAM	M4 antag	CHRM4 PAM	CHRM5 antagonist	IDE cell inh	CRFR2-BP antag	CRFBP-R2 agonist	CHRM4 agonist
CSc1ccccc1NC(=O)CN(C)CC(=O)Nc1cccc(Br)c1	1	-3	-8	-5	3	0	-7	-0.9	6
Cn1cccc1/C=C1\SC(=S)N(NC(=O)c2ccccc2O)C1=O	-2	-8	-13	16	0	-1	19	0.4	8
COC(=O)c1cnc(N2CCOCC2)nc1C(F)(F)F	1	0	-12	10	3	1	1	0.0	0
Cc1cc(C)c2oc(C(=O)Nc3ccc(S(=O)(=O)N4CCCC(C)C4)cc3)cc(=O)c2c1 (stereo not given)	1	10	-4	16	-14	-3	-40	1.1	1
CC1CN(C(=O)Nc2ccc3c(c2)OCO3)CC(C)O1 (stereo not given)	-2	4	-19	24	-8	5	2	-5.0	2
O=C(C1CN(C(=O)c2cc3ccccc3o2)c2ccccc2O1)N1CCCCC1 (stereo not given)	0	-1	-3	3	4	x	21	-1.9	1
CCOC(=O)N1CCN(Cc2nnc(-c3cccc(Br)c3)o2)CC1	-1	-1	6	-4	14	2	9	1.1	2
COc1ccccc1-c1cccc([C@@H]2C[C@H]3[C@@H](CN2)CON3C)c1	-1	-2	-4	1	4	x	-1	-1.1	0
Cn1c(=O)[nH]c(=O)c2c1nc(NCc1ccccc1)n2Cc1ccc(F)cc1	-5	-11	9	-5	6	x	0	-1.6	1
CCN1CCN(C(=O)c2ccc(OC)c(S(=O)(=O)Nc3ccc(C)cc3)c2)CC1	-1	-18	-12	-17	15	-3	-5	-0.3	21
COc1ccc2nc(C)cc(N3CCN(S(=O)(=O)c4ccccc4F)CC3)c2c1	3	-3	0	-3	-5	0	-10	0.2	9
O=S(=O)(c1cccc2ccccc12)N1CCC2CC1c1cc(-c3ccc4c(c3)OCO4)ccc12 (stereo not given)	0	4	-26	8	-12	x	x	x	1
CCOC(=O)c1cc(C(=O)c2cc(Cl)ccc2O)coc1=N	0	2	-1	3	-3	0	-10	-1.9	1
N=C1/C(=C\c2ccc(-c3ccc(C(=O)O)cc3)o2)C(=O)N=C2SC=C(c3ccccc3)N12	2	7	7	1	-4	x	-11	28	1
N#CC1(c2ccccc2)CCC(=NO)CC1 (stereo not given)	-3	1	-17	-1	-8	-3	6	0.8	1
COc1cc(OC)c2c(N)c(C#N)c(C(F)(F)C(F)(F)F)nc2c1	-2	13	-1	0	1	-5	0	0.8	1
C/C(=N\N)c1c(-c2ccccc2)c2cc(C)ccc2[nH]c1=O	4	7	-6	24	-2	5	4	-2.7	-1
CC(=O)n1cc(-c2ccncc2)c2ccccc21	-1	-1	-7	-5	3	0	1	-0.2	1
Cc1cccnc1NC(=S)Nc1ccc(Cl)c(Cl)c1	-2	-4	-4	6	-2	8	7	-0.7	3
Cc1cc(Nc2cnc3ccccc3n2)n(-c2ccccc2)n1	-3	1	6	7	-1	4	15	-4.1	3
O=C(CN1C(=O)c2ccccc2S1(=O)=O)NCCC1=CCCCC1	-5	-3	-18	-6	0	4	1	0.4	1
O=C(CN1CCOCC1)N1CCc2ccccc2C(c2ccccc2)C1 (stereo not given)	-3	-2	7	7	-3	7	7	-0.3	1
CCCCNC(=O)c1onc(CCl)c1C(=O)OC	2	4	1	13	11	2	-3	0.2	1
CCOC(=O)N1CCN(CC(=O)Nc2ccc([N+](=O)[O-])cc2C(=O)Nc2ccccc2F)CC1	4	-18	10	-11	17	-1	3	0.6	13
COc1ccc(CNc2nn[nH]n2)cc1OC	-1	-6	-17	9	0	1	-14	0.3	2
Remaining list, next part.
SMILES	M5 ag	CHRM5 PAM	M4 antag	CHRM4 PAM	CHRM5 antagonist	IDE cell inh	CRFR2-BP antag	CRFBP-R2 agonist	CHRM4 agonist
Cc1csc(N(C(=O)CCNC(=O)c2ccc([N+](=O)[O-])cc2)c2ccccc2)n1	3	-1	12	-3	-2	1	-2	2.2	3
CCCCN(C(=O)c1nn(C)c(=O)c2ccccc12)c1c(N)n(CCC)c(=O)[nH]c1=O	-1	8	-2	4	2	4	4	-0.2	1
Cc1ccc(CS(=O)(=O)c2ncc(Cl)c(C(=O)Nc3nnc(C)s3)n2)cc1	-3	4	-6	10	-5	5	29	0.8	-2
O=C(Nc1cc(Cl)ccc1Cl)c1ccco1	0	-5	-4	-6	11	-1	10	-2.2	0
CC12CN3CC(C)(CN(C1)C3c1ccc([N+](=O)[O-])o1)C2=O (stereo not given)	-1	-5	4	-7	0	0	10	0.3	1
N#CC(C(O)c1ccccc1)N1CCOCC1 (stereo not given)	1	-2	1	-2	-4	x	1	-0.6	0
O=C(O)CC(NNC(=O)c1ccccc1)C(=O)Nc1ccc([N+](=O)[O-])cc1 (stereo not given)	2	9	-5	14	-17	-3	23	-3.4	1
Cn1ccc(=NC=C(C#N)C#N)c2ccccc21	1	-8	-1	3	10	3	-13	3.7	12

Not a hit list; any-hit rate near 2.9%.
